aGlu spleen mod = lysosomal alpha-glucosidase (human) modulation; P10253; human spleen homogenate, 4-MU-alpha-glucoside fluorescence; Potency, µM (highest dose often 79.9 µM), inactives show at the highest dose activity change, negative = inhibition, usual class: inhibitors; 240,000 compounds, 0.006% hits; AID 2112;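 also: 0% = enzyme with vehicle and -100% = no enzyme basal signal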
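Human spleen homogenate (1 ug) with 4-methylumbelliferyl-alpha-D-glucopyranoside (1 mM final) in 50 mM citrate/phosphate pH 5.0, 0.01% Tween-20; 40 min at 37 C. Stopped at pH 10; 4-MU fluorescence Ex 365/Em 440 nm; AC50 by Hill fit.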
Epigenetic derep = derepresses silenced GFP reporter in murine cells; murine LDR cells, GFP reporter derepression, 30 h; Potency, µM (top dose mostly 53.9 µM), inactives show at the top dose GFP activation, usual class: activators; 280,000 compounds, 0.2% hits; AID 1865; also: % of control where 0% means no effect; nearly all actives have a fitted effect of over 60% in size
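Murine LDR cells bearing a silenced CMV-driven GFP reporter were exposed to compound for 30 h at 37 C. After PBS washes, GFP-positive cells (20-120 um objects) counted by laser-scanning microplate cytometry.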
GLA spleen mod = inhibits or activates alpha-galactosidase in human spleen homogenate; P06280; human spleen homogenate, 4MU-alpha-Gal fluorescence, 40 min; Potency, µM (titrated, usually from 80 µM), without a hit: at the highest dose activity change, negative = inhibition, most hits filed as inhibitors; 240,000 compounds, 0.008% hits; AID 2107;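 also: 0% = enzyme with vehicle and -100% = no enzyme basal signal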
Target sequence (P06280 32-429 limits assumed): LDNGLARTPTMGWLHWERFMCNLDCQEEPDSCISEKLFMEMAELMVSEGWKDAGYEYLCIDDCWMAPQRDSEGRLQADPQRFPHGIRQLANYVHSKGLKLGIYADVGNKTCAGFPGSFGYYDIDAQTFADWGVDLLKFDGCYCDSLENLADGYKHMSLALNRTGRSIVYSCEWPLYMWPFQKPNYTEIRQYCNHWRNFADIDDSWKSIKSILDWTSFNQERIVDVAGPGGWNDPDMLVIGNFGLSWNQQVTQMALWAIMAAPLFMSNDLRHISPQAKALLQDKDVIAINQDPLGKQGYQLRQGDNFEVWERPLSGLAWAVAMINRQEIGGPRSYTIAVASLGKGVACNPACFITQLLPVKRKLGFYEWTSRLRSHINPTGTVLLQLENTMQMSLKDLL
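Spleen homogenate 1 ug + cpd (titration) + 4-MU-alpha-D-galactopyranoside 1 mM; 37C 40 min; 50 mM citrate/phosphate pH 5.0, 0.01% Tween-20; stop pH 10; fluorescence 365/440; AC50 via Hill.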
GAA glycogen mod = alters human alpha-glucosidase cleavage of glycogen; P10253; recombinant GAA, glycogen substrate, Amplex Red glucose oxidase fluorescence; Potency, µM (top dose mostly 76.4 µM), without a hit: at the highest dose activity change, negative = inhibition, usual class: inhibitors; 300,000 compounds, 0.38% hits;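 also: 0% = full enzyme reaction and -100% = no-enzyme basal signal; the screen sought inhibitors and activators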
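Natural-substrate format: glycogen cleavage by 4 nM human enzyme, glucose read by Amplex Red coupling (Ex 573, Em 610 nm). Normalized to enzyme and no-enzyme controls.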
GAA inh = blocks human lysosomal alpha-glucosidase; purified human GAA, 4-MU-alpha-glucoside fluorescence; Potency, µM (highest dose often 76.9 µM), for inactives: top-dose activity change, negative = inhibition, actives largely listed as inhibitors; 200,000 compounds, 0.005% hits; P10253;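 also: plate controls were uninhibited enzyme wells for no effect and no-enzyme background for full effect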
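Human alpha-glucosidase, 4 nM, pre-mixed with test compounds before 400 uM 4-methylumbelliferyl substrate; 20 min room temperature at pH 5.0. Fluorescence read after pH 10 stop; AC50 values from Hill-equation fits.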
Tau fluor cs = counter-screen for tau fibril formation inhibitors; Potency, µM (series often up to 57.7 µM), inactives show at the highest dose activity change, negative = decrease; AID 1463; tau K18 P301L Alexa594 fluorescence, heparin fibrillization; 280,000 compounds, 0.93% hits; also: % is scaled to controls: 0 for no effect and ±100 for the full control effect; nearly all actives have a fitted effect of over 55% in size
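Human tau K18 P301L (15 uM unlabeled, 0.24 uM Alexa 594-labeled) in 100 mM sodium acetate pH 7 with 20 uM heparin, 6 hr at 37 C. ThT 30 uM added, 1 hr ambient; Alexa 594 FP and total fluorescence read at 555/632 nm.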
NPSR antag = neuropeptide S receptor (human) antagonism, cAMP. Q6W5P4. Potency, µM (titrated, usually from 38.3 µM), for the others: at the top dose activity change, negative = inhibition, most hits filed as inhibitors. 220,000 compounds, 1% hits. AID 1461. CHO-NPSR cells, cAMP TR-FRET, antagonist mode; also: % is scaled to controls: 0 for no effect and ±100 for the full control effect; nearly all actives have a fitted effect of over 50% in size; many of its hits are not listed in these tables
ALDH1A1 block = ALDH1A1 (human) enzyme inhibition. P00352. Purified ALDH1A1, NADH fluorescence, propionaldehyde substrate. Potency, µM (series often up to 75.3 µM), for inactives: top-dose activity, negative = inhibition, usual class: inhibitors. 220,000 compounds, 7.3% hits. AID 1030; active = well fitted inhibition curve with a large enough effect, not every such curve was filed as active; inconclusive = small, poorly fitted or top-dose-only effect, or another doubt; inactive = no such curve, though single readings can be large or run the other way;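 also: plate controls were no enzyme wells and a reference inhibitor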
Target sequence (P00352 whole entry, looked up): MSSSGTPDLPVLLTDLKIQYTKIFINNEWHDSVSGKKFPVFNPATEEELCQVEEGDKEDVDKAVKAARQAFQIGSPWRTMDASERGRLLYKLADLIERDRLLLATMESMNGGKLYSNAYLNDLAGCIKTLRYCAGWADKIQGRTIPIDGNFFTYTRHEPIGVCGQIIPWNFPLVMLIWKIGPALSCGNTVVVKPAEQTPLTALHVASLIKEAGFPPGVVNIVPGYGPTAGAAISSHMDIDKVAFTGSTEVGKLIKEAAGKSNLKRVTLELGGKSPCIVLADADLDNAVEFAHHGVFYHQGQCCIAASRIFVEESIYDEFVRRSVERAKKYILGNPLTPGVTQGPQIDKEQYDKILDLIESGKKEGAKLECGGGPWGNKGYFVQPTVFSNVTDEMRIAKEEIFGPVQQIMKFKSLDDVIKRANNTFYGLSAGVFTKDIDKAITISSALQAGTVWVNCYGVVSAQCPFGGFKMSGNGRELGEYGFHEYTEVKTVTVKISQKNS
* = called active by the depositor; ? = inconclusive; · = not tested or not shown; & = joins results of further samples; [ ] = remark or other dose. Unless noted, calls follow the shape of the dose curve; as a rule, active = well fitted curve in the direction sought with a large enough effect; inconclusive = small, poorly fitted or top-dose-only effect, or another doubt; inactive = no such curve, though single readings can be large; an effect the other way counts as inactive or inconclusive. Potency is read from the fitted curve at half-maximal effect. An excerpt. The share of hits here may be higher or lower than overall.

SMILES	aGlu spleen mod	Epigenetic derep	GLA spleen mod	GAA glycogen mod	GAA inh	Tau fluor cs	NPSR antag	ALDH1A1 block
O=[n+]1c2c(n([O-])c3cc(Br)ccc31)CCC2	-2%	1.9%	0%	-19%	-13%	-11%	-10%[46.1 µM]	32µM*
COC(=O)c1cccc(NC(=O)c2nn(C)c(=O)c3ccccc23)c1	-5%	-0.2%	7%	-4%	1%	10%	?	?
CCOc1ccccc1CNC(=O)CCNC(=O)Cn1ccc2ccccc2c1=O	6%	3.1%	4%	-1%	0%	-7%	-9%[46.1 µM]	-6%
C/C=C(/C)C(=O)Nc1cccc(C2=NOC3(C2)C[C@H](C(N)=O)N(C(=O)COc2ccc(Cl)cc2)C3)c1 (stereo partly specified)	3%	-3.2%	5%	-18%	·	-6%	8%	·
Cc1ccc(-c2nnn(CC(=O)N(Cc3ccco3)C(C(=O)NC3CCCC3)c3cccs3)n2)o1 (stereo unspecified)	-3%	2.5%	-1%	-7%	-3%	0%	-9%[46.1 µM]	4%
CC1CCCC(NC(=O)CSc2nnc(N)s2)C1C (stereo unspecified)	-5%	2.4%	2%	11%	?	3%	3%[46.1 µM]	?
Cc1cnc([N+](=O)[O-])n1CCOC(=O)NC(=O)c1ccc(C(F)(F)F)cc1	5%	0.0%	5%	3%	2%	4%	9%	3%
Cc1cccc(/C=N/NC(=O)NC2CCCCC2)c1	3%	-1.8%	0%	2%	0%	8%	23%	8%
COc1ccccc1CNC(=O)COC(=O)Cc1c(F)cccc1Cl	-4%	3.2%	-12%	-3%	-3%	-1%	-11%	-2%
COc1ccc(C2SCCN2C(=S)Nc2cccc(C(F)(F)F)c2)cc1 (stereo unspecified)	2%	0.0%	5%	-6%	-11%	?	-23%[46.1 µM]	-7%
CCn1nc(CCC(=O)O)c2ccccc2c1=O	-3%	0.0%	-2%	5%	0%	7%	4%[46.1 µM]	12%
CCC1Oc2ccccc2N(CC(=O)NCCCN2CCCCC2CC)C1=O (stereo unspecified)	-3%	-2.1%	-1%	6%	-12%	4%	-4%[46.1 µM]	8%
O=[N+]([O-])c1ccccc1/C=C\C=N\N1CCN(c2ccccc2)CC1	·	-1.3%	0%	-15%	1%	?	-26%	?
N#CC1CN(C(c2ccccc2)c2ccccc2)C1	·	-4.0%	-5%	0%	-5%	-10%	-1%	13%
O=C(c1cccnc1)C1Cc2ccccc2C1=O (stereo unspecified)	3%	-1.0%	14%	-16%	·	-21%	-2%	·
O=[N+]([O-])c1c(NCCCO)cc(SCc2ccco2)c2nonc12	-6%	?	-3%	-6%	-2%	?	-20%	?
O=C(c1ccccc1)c1c(O)nc(-c2ccccc2)n(-c2ccccc2)c1=O	0%	0.0%	-2%	4%	5%	10%	-15%	6%
CC1CC(=O)Nc2ccccc2N1C(=O)CN1CCN(C=O)CC1 (stereo unspecified)	1%	1.1%	3%	-10%	-1%	0%	12%	-1%
CN1CCN(C(=O)C2(NC(=O)NCc3ccccc3)CCCCC2)CC1	-2%	0.8%	2%	7%	-1%	11%	9%[46.1 µM]	8%
O=C(CC1C(=O)NCCN1CC1CCCCC1)NCc1cc(F)ccc1F (stereo unspecified)	-17%	-1.1%	5%	-7%	13%	-1%	7%	?
Oc1ccc2ccccc2c1CN1CCN(c2ccccc2)CC1	-3%	3.0%	3%	2%	-4%	?	-11%[46.1 µM]	?
O=C(Nc1ccc(OCc2ccccc2)cc1)c1cccnc1	2%	-4.0%	6%	2%	-1%	-7%	2%[46.1 µM]	9%
COCCNC(=O)C(C)OC(=O)C1=Cc2ccccc2OC1 (stereo unspecified)	-9%	1.1%	9%	-11%	11%	-4%	15%	-7%
CC(=O)C(C)=O	-1%&4%	1.1%	6%&4%	·	·	-10%	-4%[46.1 µM]	-4%&-4%
CN1CCNC(=O)C1CC(=O)NCCC1=CCCCC1 (stereo unspecified)	8%	-0.5%	3%	-1%	2%	2%	-12%	?
SMILES	aGlu spleen mod	Epigenetic derep	GLA spleen mod	GAA glycogen mod	GAA inh	Tau fluor cs	NPSR antag	ALDH1A1 block
O=C1CCCCC1Sc1nnc(Nc2ccccc2)s1 (stereo unspecified)	-14%	1.1%	-3%	2%	0%	-11%	-7%	-12%
CC1CC(OCC(O)CN2CCN(Cc3ccccc3)CC2)CC(C)(C)C1 (stereo unspecified)	-5%	0.9%	-5%	3%	-10%[15.4 µM]	-5%	-1%[46.1 µM]	7%
CN(Cc1cnccn1)Cc1nc(Cc2ccccc2Cl)no1	-9%	1.1%	3%	-4%	7%	-2%	-9%	-6%
C=C(C)C1CC=C(C)/C(=N/NC(=O)c2ccc(NC(=O)c3cccc(C)c3)cc2)C1 (stereo unspecified)	-9%	2.5%	-28%	-4%	-2%	-24%	-7%[46.1 µM]	-4%
COc1cc(CC(=O)N(c2ccccc2)c2nc(C)cs2)cc(OC)c1OC	16%	-0.9%	7%	12%	2%	-10%	-15%	2%
Cc1nn2c(-c3ccccn3)ccnc2c1Cl	0%	1.4%	1%	4%	3%	0%	11%	9%
Cc1cccc(C)c1NC(=O)CN(c1ccccn1)S(=O)(=O)c1ccccc1	-11%	-0.1%	-7%	6%	-1%	8%	6%	?
Cc1cc(C(=O)COC(=O)CCCN2C(=O)c3ccccc3C2=O)c(C)n1C	4%	-0.2%	-2%	-2%	9%	-5%	-11%[46.1 µM]	?
c1coc(CNc2c3c(nc4ncnn24)CCCC3)c1	-5%	-1.0%	3%	8%	-1%	5%	-15%[46.1 µM]	4%
COc1cc(NC(=O)c2nnn(Cc3ccc(SC)cc3)c2N)cc(OC)c1	4%	-1.0%	9%	-4%	-5%	?	-29%[46.1 µM]	7.9µM*
COc1ccccc1C(=O)Nc1ccc(NC(=O)c2ccco2)c(C)c1	-12%	7.4%	1%	-4%	?	-19%	-17%[46.1 µM]	8.9µM*
C[C@@H]1O[C@H](O[C@@H]2\C=C/C=C\C=C/C=C\C[C@H](C)OC(=O)/C=C\[C@H]3O[C@@H]3C[C@H](O)C[C@]3(O)C[C@@H](O)[C@@H](C(=O)O)[C@H](C2)O3)[C@@H](O)[C@H](N)[C@@H]1O (stereo in doubt)	0%[29.1 µM]	1.1%[16.9 µM]	5%[29.1 µM]	·	·	·	·	-1%[20.9 µM]
O=C(Nc1cc(-c2ccccc2)[nH]n1)c1ccccc1	-4%	-1.1%	-3%	5%	·	-12%	-11%	·
Cc1cccc(NC(=S)/N=C(\N)Nc2nc(C)c3ccc(C)cc3n2)c1	-3%	0.0%	-4%	4%	-8%	-21%	-12%[46.1 µM]	2%
O=C(Nc1ccc(Cl)cc1)OCCn1nnnc1C(c1ccccc1)N1CCOCC1 (stereo unspecified)	-4%	0.0%	-4%	-3%	-3%	-4%	-20%[46.1 µM]	-1%
S=C(NCc1ccco1)N1CCN(c2ccc(Cl)cc2)CC1	0%	1.1%	-1%	9%	?	?	-8%	-1%
CCN(CC)c1ccc(C(=O)OCC(=O)Nc2sccc2C#N)cc1	8%	0.0%	13%	-8%	-5%	4%	4%	-9%
Cc1csc(NC(=O)/C=C/c2ccc3c(c2)OCO3)n1	-5%	1.0%	4%	1%	2%	-9%	-11%	1%
O=C(COC(=O)Cc1ccc(S(=O)(=O)N2CCOCC2)s1)Nc1ccc2c(c1)OCO2	-3%	-0.6%	5%	1%	-12%	-18%	-28%[46.1 µM]	20µM*
CCN(Cc1ccccc1)C1CCN(Cc2ccc(SC)cc2)CC1	3%	-0.4%	-9%	3%	-7%	-18%	-13%	?

Shown with bars between the fields: part of the list above.
smiles | aGlu spleen mod | Epigenetic derep | GLA spleen mod | GAA glycogen mod | GAA inh | Tau fluor cs | NPSR antag | ALDH1A1 block
Cc1cc(C(=O)COC(=O)CCCN2C(=O)c3ccccc3C2=O)c(C)n1C | 4% | -0.2% | -2% | -2% | 9% | -5% | -11%[46.1 µM] | ?
c1coc(CNc2c3c(nc4ncnn24)CCCC3)c1 | -5% | -1.0% | 3% | 8% | -1% | 5% | -15%[46.1 µM] | 4%
COc1cc(NC(=O)c2nnn(Cc3ccc(SC)cc3)c2N)cc(OC)c1 | 4% | -1.0% | 9% | -4% | -5% | ? | -29%[46.1 µM] | 7.9µM*
COc1ccccc1C(=O)Nc1ccc(NC(=O)c2ccco2)c(C)c1 | -12% | 7.4% | 1% | -4% | ? | -19% | -17%[46.1 µM] | 8.9µM*
C[C@@H]1O[C@H](O[C@@H]2\C=C/C=C\C=C/C=C\C[C@H](C)OC(=O)/C=C\[C@H]3O[C@@H]3C[C@H](O)C[C@]3(O)C[C@@H](O)[C@@H](C(=O)O)[C@H](C2)O3)[C@@H](O)[C@H](N)[C@@H]1O (stereo in doubt) | 0%[29.1 µM] | 1.1%[16.9 µM] | 5%[29.1 µM] | · | · | · | · | -1%[20.9 µM]
O=C(Nc1cc(-c2ccccc2)[nH]n1)c1ccccc1 | -4% | -1.1% | -3% | 5% | · | -12% | -11% | ·
Cc1cccc(NC(=S)/N=C(\N)Nc2nc(C)c3ccc(C)cc3n2)c1 | -3% | 0.0% | -4% | 4% | -8% | -21% | -12%[46.1 µM] | 2%
O=C(Nc1ccc(Cl)cc1)OCCn1nnnc1C(c1ccccc1)N1CCOCC1 (stereo unspecified) | -4% | 0.0% | -4% | -3% | -3% | -4% | -20%[46.1 µM] | -1%
S=C(NCc1ccco1)N1CCN(c2ccc(Cl)cc2)CC1 | 0% | 1.1% | -1% | 9% | ? | ? | -8% | -1%
CCN(CC)c1ccc(C(=O)OCC(=O)Nc2sccc2C#N)cc1 | 8% | 0.0% | 13% | -8% | -5% | 4% | 4% | -9%
Cc1csc(NC(=O)/C=C/c2ccc3c(c2)OCO3)n1 | -5% | 1.0% | 4% | 1% | 2% | -9% | -11% | 1%
O=C(COC(=O)Cc1ccc(S(=O)(=O)N2CCOCC2)s1)Nc1ccc2c(c1)OCO2 | -3% | -0.6% | 5% | 1% | -12% | -18% | -28%[46.1 µM] | 20µM*
CCN(Cc1ccccc1)C1CCN(Cc2ccc(SC)cc2)CC1 | 3% | -0.4% | -9% | 3% | -7% | -18% | -13% | ?
